# Screening results from PubChem BioAssay.
# TEAD-YAP block – TEAD-YAP interaction inhibition; 640,000 compounds, 1.4% hits; inhibition, % at 9.12 µM; HEK-TIYL cells, TEAD-Gal4/YAP UAS-luciferase luminescence; in the data active = inhibition above about 32%;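 note: 0% = median of test compound wells and 100% = reference inhibitor wells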
# FBW7 act – activators of human E3 ligase FBW7; Q969H0; AlphaScreen FBW7–phospho-cyclin E peptide binding, activator screen; normalized activity (activation), % at 26.1 µM; 650,000 compounds, 0.13% hits; AID 1259310; in the data active = normalized activity above about 1.9%;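 note: purified mutant Fbw7 with reduced substrate affinity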
# Target sequence (Q969H0 whole entry, looked up): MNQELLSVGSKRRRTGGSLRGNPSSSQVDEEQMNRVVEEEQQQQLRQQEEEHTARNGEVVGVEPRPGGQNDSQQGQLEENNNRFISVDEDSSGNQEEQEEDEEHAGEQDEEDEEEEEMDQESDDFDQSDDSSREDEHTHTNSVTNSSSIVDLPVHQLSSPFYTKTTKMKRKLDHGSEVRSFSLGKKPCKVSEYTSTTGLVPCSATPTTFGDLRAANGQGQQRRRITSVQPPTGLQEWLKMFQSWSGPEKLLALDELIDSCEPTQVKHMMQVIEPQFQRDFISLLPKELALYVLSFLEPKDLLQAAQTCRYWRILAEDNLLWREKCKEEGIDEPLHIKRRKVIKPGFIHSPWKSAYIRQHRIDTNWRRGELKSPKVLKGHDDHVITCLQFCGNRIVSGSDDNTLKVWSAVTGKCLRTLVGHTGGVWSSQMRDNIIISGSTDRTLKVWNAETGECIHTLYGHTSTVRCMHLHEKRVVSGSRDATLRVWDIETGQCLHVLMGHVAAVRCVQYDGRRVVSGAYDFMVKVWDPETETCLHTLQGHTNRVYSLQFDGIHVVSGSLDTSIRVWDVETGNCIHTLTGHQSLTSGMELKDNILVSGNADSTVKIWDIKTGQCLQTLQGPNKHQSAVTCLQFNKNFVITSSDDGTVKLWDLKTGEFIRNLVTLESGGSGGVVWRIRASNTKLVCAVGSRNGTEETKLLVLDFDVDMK
# MITF primary – inhibitors of human MITF | inhibition, % at 2.6 µM | 650,000 compounds, 0.91% hits | AlphaScreen MITF homodimerization, bead proximity signal; in the data active = inhibition above about 50%;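 note: 0% = vehicle wells with protein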
# GPR151 ag – human GPR151 activation | PathHunter beta-arrestin GPR151 cells, luminescence | activation, % at 11.2 µM | 650,000 compounds, 1% hits | AID 1508602; in the data active = activation above about 4.9%;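 note: 0% = median of compound wells and 100% = cells with positive control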
# Target sequence (Q8TDV0 whole entry, looked up): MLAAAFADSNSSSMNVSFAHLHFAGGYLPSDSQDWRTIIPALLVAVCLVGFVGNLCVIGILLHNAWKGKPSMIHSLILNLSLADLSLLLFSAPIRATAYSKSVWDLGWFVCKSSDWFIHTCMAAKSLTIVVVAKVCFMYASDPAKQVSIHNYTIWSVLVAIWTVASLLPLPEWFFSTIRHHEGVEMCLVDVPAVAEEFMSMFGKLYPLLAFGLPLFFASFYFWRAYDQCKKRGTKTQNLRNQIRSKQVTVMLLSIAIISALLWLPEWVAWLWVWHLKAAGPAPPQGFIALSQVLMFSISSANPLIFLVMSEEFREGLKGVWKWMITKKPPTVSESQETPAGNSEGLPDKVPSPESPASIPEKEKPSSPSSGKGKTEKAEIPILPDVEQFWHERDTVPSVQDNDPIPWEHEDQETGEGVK
# Starred values were filed as active, the others as inactive.
smiles,TEAD-YAP block,FBW7 act,MITF primary,GPR151 ag
COc1ccc(C2C(C(=O)N3CCOCC3)c3ccccc3C(=O)N2c2ccc(OC)cc2)cc1 (stereo unspecified),2,-0.1,-2,-0.9
CC12CC(=O)C(C)(C1)C1C(=O)N(c3ccc(O)cc3)C(=O)C12 (stereo unspecified),9,-0.1,7,2.5
Cc1nnc(N=Nc2c(O)n(Cc3ccccc3)c3ccccc23)n1N,3,0.1,39,-0.3
O=C1CCCC2=C1C(c1ccc(Cl)cc1)Nc1ccc(C(=O)c3ccccc3)cc1N2 (stereo unspecified),13,0.1,13,-0.2
CCc1nn(CCCC(=O)N2CCC(C(N)=O)CC2)c(=O)c2cc3occc3n12,-7,0.2,-3,-0.2
Cc1cc(=O)n2[nH]c(NCc3cccs3)nc2n1,-6,-0.1,-15,3.6
Cc1cc(OC(=O)c2ccccc2F)cc(OC(=O)c2ccccc2F)c1,1,0.0,0,-0.1
Cc1cc(NC(=O)CCS(=O)(=O)c2nc(-c3ccccc3)cc(C(F)(F)F)n2)no1,-19,0.5,-7,1.1
CCCCCn1c(CN2CCN(CC)CC2)nc2c1c(=O)n(C)c(=O)n2C,2,0.0,4,0.3
CCN1C(=O)C2(/C(=C(\O)c3ccc(C)c(F)c3)C(=O)C(=O)N2CCOC)c2ccccc21 (stereo unspecified),1,0.0,9,-0.1
c1ccc(CNc2cc(-c3cccs3)ncn2)cc1,-11,0.0,13,-1.2
COc1ccc2nc(C)cc(Nc3ccc(N(C)C)cc3)c2c1,16,-0.3,12,1.8
COc1ccccc1NC(=O)c1sc2nc3cc4c(cc3cc2c1N)OCCO4,3,-0.1,2,-0.5
CCN(CC)C(=O)Cn1cnc2sc(C(=O)Nc3ccc4c(c3)OCCO4)c(C)c2c1=O,-34,-0.1,-11,0.4
COc1ccccc1N1CCN(C(=O)c2ccc(N3CC4CC(C3)c3cccc(=O)n3C4)c(NC(=O)c3c(F)cccc3F)c2)CC1 (stereo unspecified),-15,0.5,12,-0.7
Cc1nn(C)c(C)c1-c1cc(NC2CC2)nc(N)n1,-7,-0.1,-6,0.6
C=CCOc1ccc(Cl)cc1C1C2=C(CC(C)(C)CC2=O)N(C)C2=C1C(=O)CC(C)(C)C2,4,0.1,12,0.5
COc1cc(/C=C(\C#N)c2[nH]nc(N)c2C#N)ccc1O,17,0.1,17,-0.3
COCCn1c(SCC(=O)Nc2nc3ccc(C)cc3s2)nc2c(c1=O)SCC2,-2,0.0,-4,0.6
CCOc1cc(/C=C2/C(=N)N3OC(C)=CC3=NC2=O)ccc1OC(=O)c1ccc(C)cc1,8,0.0,-3,-0.4
CCc1cccc(OCCn2ccnc2)c1,-3,-0.1,54*,-0.1
COCCN1CCN(C(=O)CCc2nnc(CCc3cccc(OC)c3)o2)CC1,-1,0.0,-7,-2.0
COc1ccc(-c2nnc3sc(NC(=O)c4cccs4)nn23)cc1,-2,0.0,-6,0.8
Cc1ccc(OCCn2cncn2)c(I)c1,-1,0.8,60*,-0.4
CCOC(=O)c1ccc(NC(=O)N2CCN(c3nc(-c4ccccc4)cs3)CC2)cc1,-8,-0.1,3,-0.3
Cc1ccc(NC(=S)N2CCN(Cc3ccc4c(c3)OCO4)CC2)cc1,-1,-0.1,-1,-0.2
COc1cc(CN2CCN(Cc3ccccc3C(F)(F)F)CC2)cc(OC)c1O,-1,0.1,68*,-1.4
CCOC(=O)c1c(CN2CCCCC2)n(C)c2cc(Br)c(OC(C)=O)cc12,4,0.1,15,-1.5
COc1ccc(CC(=O)N/N=C(\C)c2ccccn2)cc1OC,3,-0.1,2,0.4
COC(=O)CSc1nnc(Nc2cccc(C)c2)s1,12,0.0,13,-2.3
COc1ccccc1-c1noc(-c2cccc([N+](=O)[O-])c2)n1,-5,0.0,-4,0.0
O=C(NCCSCc1ccccc1)c1ccc2c(=O)n(CCC3=CCCCC3)c(=S)[nH]c2c1,-11,0.2,25,-0.7
CCc1ccc(OCC(=O)O/N=C(\N)c2ccc([N+](=O)[O-])cc2)c(Br)c1,10,-0.2,-4,0.4
COC(=O)Cc1c(C)c2ccc(OCc3cc([N+](=O)[O-])ccc3OC)cc2oc1=O,-4,-0.2,1,-0.2
CC(C)C[C@H]1C(=O)N2CCN(C(=O)NC3CCCCC3)C[C@@H]2C(=O)N1C,1,-0.2,70*,-0.5
O=C(NCC1COc2ccccc2O1)c1ccc(Cn2c(=S)[nH]c3ccccc3c2=O)cc1 (stereo unspecified),-8,-0.1,8,-0.4
Cc1nc2ccccn2c1/C(O)=C1\C(=O)C(=O)N(Cc2ccccc2)C1c1cccnc1 (stereo unspecified),7,0.2,66*,-0.6
COc1ccc2[nH]c3nc4cc(Cl)c(Cl)cc4nc3c2c1,17,0.0,8,0.0
CN(C)CC(C)(C)CNC(=O)/C(=C/c1ccc[nH]1)NC(=O)c1ccco1,4,-0.2,13,-0.2
CCOc1ccccc1N1CCN(CC(=O)Nc2ncc(C)s2)CC1,-3,0.3,5,2.3
Cn1cnc2cc(NCc3nc4ccccc4n3Cc3ccccc3)ccc21,-66,0.4,2,-1.2
CCOc1ccc(C(=O)Nc2ncc(S(=O)(=O)c3ccc([N+](=O)[O-])cc3)s2)cc1OCC,0,0.3,0,0.0
CCCCCCC1CCC(c2ccc(C#N)c(Cl)n2)CC1 (stereo unspecified),-6,-0.1,-6,0.9
NC(=O)/C(=C\c1ccc2c(c1)OCO2)NC(=O)c1ccc(Br)o1,4,-0.3,2,-1.0
COC(=O)C1CCN(Cc2cc(=O)oc3cc(C)c(C)cc23)CC1,13,0.0,3,0.8
O=c1sc2sc(=S)sc2s1,-5,0.1,5,-0.7
CC(=O)c1ccc(NS(=O)(=O)c2cc(C(=O)Nc3ccc(Br)cc3)ccc2C)cc1,5,0.0,1,0.5
Cc1ccc(S(=O)(=O)N2CCOCC2)c(C)c1N1CCc2cn[nH]c21,-1,0.0,17,0.3
Nc1nc(NCc2cccc(C(F)(F)F)c2)cc(-c2csc3ccccc23)n1,53*,0.1,9,-1.1
c1cncc(-c2nc(N3CCCC3)c3ccccc3n2)c1,7,0.2,30,-0.4
O=C(Nc1nc2ccccc2n1CCOc1ccccc1)c1ccccc1F,0,0.4,-1,-0.7
CSCC[C@H](NC(C)=O)C(=O)NCC1Cc2cccc(-c3ncccc3C)c2O1 (stereo partly specified),1,0.0,17,-2.1
COc1ccc(C2=N/C(=C\c3cccs3)C(=O)O2)cc1Br,-4,0.0,3,0.3
COc1cc(OC)cc(-c2nc3ccccc3c(=O)n2NC(=O)c2ccc([N+](=O)[O-])c(C)c2)c1,-1,-0.1,-15,-0.1
CC#CC(=O)N1CCC(C(Cc2cccc(OC)c2)N(C)C(=O)c2ccn(C)n2)CC1 (stereo unspecified),0,0.3,22,-1.8
O=C(N/N=C/c1c(Cl)cccc1Cl)c1cc([N+](=O)[O-])cc([N+](=O)[O-])c1,-8,-0.2,-10,0.4
CCc1ccc(C2C3=C(CCCC3=O)OC3=C2C(=O)CCC3)cc1,-3,-0.3,-6,0.6
O=C(COc1ccc(Cl)cc1Cl)Nc1ncn[nH]1,42*,-0.3,13,6.6*
O=C(Cn1[nH]c(=O)c2ccccc2c1=O)NNC(=O)C12CC3CC(CC(C3)C1)C2,-1,0.0,1,2.9
COc1ccccc1CNC(=O)c1n[nH]c(=O)c2ccccc12,-5,0.1,11,-0.9

# Single entries from the entries so far.
# TEAD-YAP block result of CCc1ccc(C2C3=C(CCCC3=O)OC3=C2C(=O)CCC3)cc1 is entered as -3
# TEAD-YAP block result of COC(=O)Cc1c(C)c2ccc(OCc3cc([N+](=O)[O-])ccc3OC)cc2oc1=O is entered as -4
# FBW7 act result of COc1cc(OC)cc(-c2nc3ccccc3c(=O)n2NC(=O)c2ccc([N+](=O)[O-])c(C)c2)c1 is entered as -0.1
# GPR151 ag result of CCOc1ccc(C(=O)Nc2ncc(S(=O)(=O)c3ccc([N+](=O)[O-])cc3)s2)cc1OCC is entered as 0.0
# FBW7 act result of Cc1ccc(S(=O)(=O)N2CCOCC2)c(C)c1N1CCc2cn[nH]c21 is entered as 0.0
# GPR151 ag result of NC(=O)/C(=C\c1ccc2c(c1)OCO2)NC(=O)c1ccc(Br)o1 is entered as -1.0
# TEAD-YAP block result of O=C(N/N=C/c1c(Cl)cccc1Cl)c1cc([N+](=O)[O-])cc([N+](=O)[O-])c1 is entered as -8

# Other results:
smiles,TEAD-YAP block,FBW7 act,MITF primary,GPR151 ag
COc1ccc(NC(=S)NNC(=O)COc2cccc(C(F)(F)F)c2)cc1OC,-9,-0.1,-5,-0.4
CCOc1cccc(C2CC(c3ccc(OC)cc3)=NC(c3ccc(C(F)(F)F)cc3)N2)c1O (stereo unspecified),-16,-0.3,2,1.3
CC(C)(C)NCC(O)COc1ccc2ccccc2c1 (stereo unspecified),10,0.0,3,0.1
CCOC(=O)Cn1cc(CN2CCc3nc(N4CCCC4)[nH]c(=O)c3C2)c2ccccc21,3,0.1,3,-0.6
CC(C)CCn1c(=O)c2cccnc2n(CC(=O)NCCc2ccccc2)c1=O,8,0.8,4,-2.3
O=C(COC(=O)CNC(=O)C12CC3CC(CC(C3)C1)C2)Nc1ccc2[nH]c(=O)[nH]c2c1,1,-0.1,-6,0.3
O=S(=O)(Nc1cccc(-c2cn3c(n2)SCC3)c1)c1ccc(Cl)s1,3,-0.2,2,0.7
Cc1sc(C(=O)O)cc1[N+](=O)[O-],0,0.0,0,0.2
CCOc1ccc(OC(=O)c2cccnc2)cc1,2,-0.1,5,1.6
COc1ccc(O)c(/C=N/NC(=O)C(C)Nc2ccccc2OC)c1 (stereo unspecified),5,-0.1,-10,0.9
Clc1ccc(NCc2nnc(SCC3CCCO3)o2)cc1 (stereo unspecified),4,1.5,2,-1.0
CCOc1ccccc1N/C(SCc1ccc(OC(F)(F)F)cc1)=C(/C#N)C(=O)NCc1ccccc1,-8,0.0,2,0.3
COCCNC(=O)c1ccc(N2CC3CC(C2)c2cccc(=O)n2C3)c(NC(=O)c2cc3ccccc3oc2=O)c1 (stereo unspecified),-3,0.1,5,-0.7
Cc1cccc(OCC(=O)Nc2ccc(-c3nc4ccc(C)cc4s3)cc2)c1,-33,0.1,21,-0.6
CC1=C(C(=O)OCCOC(C)C)C(c2cccc(Cl)c2)NC(=O)N1 (stereo unspecified),13,0.2,6,-0.3
COc1cc([N+](=O)[O-])ccc1NC(=O)C(Cl)Cl,12,0.0,11,1.4
Cc1ccc(-c2cc3ccccc3oc2=O)cc1N,-38,-0.3,11,0.4
COc1cccc(C(=O)CC(=O)C(=O)Nc2ccc(I)cc2C)c1,7,0.1,22,-1.2
NC(c1ccc(Br)cc1)c1nc2ccc(-c3ccncc3)cc2[nH]1 (stereo unspecified),1,-1.1,8,1.4
O=[N+]([O-])c1cc2c(c(CSc3nnc(-c4c[nH]c5ccccc45)o3)c1)OCOC2,-1,-0.1,7,1.9
CCOC(=O)C1CCC(CN(Cc2ccc(Cl)cc2)S(=O)(=O)c2ccc(F)c(C(=O)Nc3c(C)cc(C)cc3C)c2)CC1 (stereo unspecified),12,0.3,-6,-0.3
Cc1cc(C)cc(CC(CC(=O)O)C(=O)Nc2ccc(Cl)cc2)c1 (stereo unspecified),-4,0.1,10,-0.7
CCCOC(=O)C1=C(C)NC2=C(C(=O)CC(c3ccc(OC)c(OC)c3)C2)C1c1cccc([N+](=O)[O-])c1 (stereo unspecified),29,-0.1,10,1.2
COC(=O)C(C(F)(F)F)C(F)(F)SC(C(C)=O)C(C)=O (stereo unspecified),14,0.1,11,0.5
c1ccc(CN2CCC(NCc3ccco3)C(c3ccccc3)C2)cc1 (stereo unspecified),11,-0.2,-4,1.7
COc1cccc(C2CC(c3ccc(F)cc3)Nc3nc(N)nn32)c1 (stereo unspecified),-5,-0.1,8,1.7
C=CCN1C(=O)S/C(=C\c2ccc(OCC(=O)Nc3ccc(C)cc3)cc2)C1=O,-4,0.3,14,-0.3
CCOc1ccc(/C=C/C(=O)c2ccc3c(c2)OCCO3)cc1,-3,-0.1,-6,0.3
Cc1ccccc1Cn1c(SCc2nc(N)nc(N3CCOCC3)n2)nc2c1c(=O)n(C)c(=O)n2C,3,0.0,2,-0.1
CNC(c1cc(Cl)cc(Cl)c1OC)c1nnnn1-c1cccc(C)c1 (stereo unspecified),4,0.0,1,2.9

# Gathered by group, the entries above with a cyano group (three)
smiles,TEAD-YAP block,FBW7 act,MITF primary,GPR151 ag
COc1cc(/C=C(\C#N)c2[nH]nc(N)c2C#N)ccc1O,17,0.1,17,-0.3
CCCCCCC1CCC(c2ccc(C#N)c(Cl)n2)CC1 (stereo unspecified),-6,-0.1,-6,0.9
CCOc1ccccc1N/C(SCc1ccc(OC(F)(F)F)cc1)=C(/C#N)C(=O)NCc1ccccc1,-8,0.0,2,0.3

# 3 compounds from above, arranged by count of non-hydrogen atoms, high to low:
smiles,TEAD-YAP block,FBW7 act,MITF primary,GPR151 ag
O=C(COC(=O)CNC(=O)C12CC3CC(CC(C3)C1)C2)Nc1ccc2[nH]c(=O)[nH]c2c1,1,-0.1,-6,0.3
NC(c1ccc(Br)cc1)c1nc2ccc(-c3ccncc3)cc2[nH]1 (stereo unspecified),1,-1.1,8,1.4
Cc1sc(C(=O)O)cc1[N+](=O)[O-],0,0.0,0,0.2

# (list continues)
smiles,TEAD-YAP block,FBW7 act,MITF primary,GPR151 ag
C=CCn1c(=O)c2c(nc3n(-c4ccccc4)c(C)cn23)n(C)c1=O,12,-0.1,5,-0.3
CCOC(=O)c1nnc(Cc2ccc(OC)c(OC)c2)o1,-9,-0.1,-10,0.2
CCOC(=O)c1c(C)n(C)c2c1cc(OC(C)=O)c1c2c(-c2ccccc2)nn1-c1ccccc1,10,0.0,11,-0.8
Cc1ncn(-c2ccc(Nc3nccc(-c4cc(F)cc(-c5cnoc5)c4)n3)cc2)n1,-9,0.5,39,-1.0
O=C(CSc1nc(-c2ccccc2Cl)ns1)N1CCOCC1,-5,-0.1,9,-0.8
